Screens as filed in PubChem BioAssay.
CHO-K1 Ca PAM: nonselective activator or artifact in parental CHO-K1 calcium assay; ATP EC20, Fluo-8 calcium fluorescence; 0% at ATP EC20, 100% at ATP max; activation, % at 3 µM; hit rate 0.02% among 360,000; AID 602247;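 active means activation above the run cutoff, the mean activation of all test compounds plus 3 SD, cut at about 40% in these data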;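 further: peak over basal fluorescence ratio in a 140 s read after ATP addition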
CHO parental Ca: counter-screen: ATP calcium response change in parental CHO cells | hit rate 0.63% among 330,000 | inhibition, % at 5.6 µM | parental CHO-K1, ATP-induced calcium, Fluo-8 fluorescence | AID 463079;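 active means inhibition above that plate's mean sample inhibition plus 3 SD, cut at about 26% in these data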;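 further: 0% = ATP-challenged DMSO wells and 100% = DMSO wells without ATP; some compounds past the cut are filed as inactive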
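Assay system – parental CHO cells · Reagent – ATP stimulus · Detection – intracellular calcium via Fluo-8 no-wash fluorescent dye · Evaluation – percent inhibition of ATP-evoked calcium rise, normalized to controls · Controls – ATP wells versus no-ATP DMSO wells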
OXTR potentiator: human OXTR potentiation; CHO-OTR cells, Fluo-8 calcium fluorescence, potentiator mode; 0% = oxytocin EC15, 100% = EC100; AID 2445; hit rate 0.061% among 320,000; P30559; activation, % at 3 µM;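 active means activation above that plate's cutoff, the mean activation of tested compounds plus 3 SD, cut at about 6.6% in these data, passing the limit was not always enough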;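 further: 100% uses oxytocin at 75 nM as the full agonist control; some results filed as inactive read as strong as hits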
Target sequence (P30559 whole entry, looked up): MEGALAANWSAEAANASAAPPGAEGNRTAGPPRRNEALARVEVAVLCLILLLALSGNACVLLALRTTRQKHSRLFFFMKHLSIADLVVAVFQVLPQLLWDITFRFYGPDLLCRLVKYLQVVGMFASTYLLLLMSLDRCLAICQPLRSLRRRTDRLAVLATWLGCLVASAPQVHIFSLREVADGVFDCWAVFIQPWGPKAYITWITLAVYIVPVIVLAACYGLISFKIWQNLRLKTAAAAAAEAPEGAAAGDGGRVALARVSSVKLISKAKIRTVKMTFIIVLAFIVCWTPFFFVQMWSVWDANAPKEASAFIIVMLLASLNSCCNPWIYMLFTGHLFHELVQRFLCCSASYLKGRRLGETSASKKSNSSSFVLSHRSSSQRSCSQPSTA
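assay system = CHO-OTR cells, human receptor | schedule = compound 6 min at room temperature before oxytocin, 100 s read | detection = Fluo-8 intracellular calcium fluorescence, ex 470-495, em 515-575 nm | evaluation = normalized max/min fluorescence ratio, % activation | control set = EC15 oxytocin alone as 0%, 75 nM oxytocin (EC100) as 100%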
CHRM1 agonist: human M1 muscarinic receptor agonism; CHO-K1 hM1, Fluo-8 calcium fluorescence, agonist mode; 0% DMSO, 100% acetylcholine EC100; activation, % at 3 µM; hit rate 0.33% among 360,000; P11229;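 active means activation above the run's mean compound activation plus 3 SD, cut at about 16% in these data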;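 further: peak over basal fluorescence ratio within a 140 s kinetic read after compound addition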
Target sequence (P11229 whole entry, looked up): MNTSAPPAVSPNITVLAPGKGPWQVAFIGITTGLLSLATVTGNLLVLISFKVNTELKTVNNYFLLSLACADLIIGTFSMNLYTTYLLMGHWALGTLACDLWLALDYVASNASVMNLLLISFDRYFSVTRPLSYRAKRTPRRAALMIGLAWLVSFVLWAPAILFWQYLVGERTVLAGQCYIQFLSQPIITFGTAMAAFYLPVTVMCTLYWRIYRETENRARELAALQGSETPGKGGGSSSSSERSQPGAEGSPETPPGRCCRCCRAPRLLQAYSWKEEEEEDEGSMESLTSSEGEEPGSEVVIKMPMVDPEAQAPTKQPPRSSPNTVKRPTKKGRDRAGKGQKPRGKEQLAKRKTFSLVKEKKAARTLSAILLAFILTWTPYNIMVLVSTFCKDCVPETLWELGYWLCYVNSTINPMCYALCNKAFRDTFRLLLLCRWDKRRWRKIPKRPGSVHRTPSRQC
CHO-K1 Ca antag: nonselective inhibitor or artifact in parental CHO-K1 cells | ATP-induced calcium, Fluo-8 fluorescence | inhibition, % at 3 µM | hit rate 0.6% among 360,000 | AID 602250;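 active means inhibition above a per-plate cutoff, the plate's mean sample inhibition plus 3 SD, cut at about 24% in these data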;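 further: 0% = DMSO plus EC80 ATP and 100% = DMSO alone without ATP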
V1aR counter: counter-screen for oxytocin receptor agonists: human V1a receptor agonists | P37288 | CHO-V1R cells, Fluo-8 calcium fluorescence, agonist mode; 0% DMSO, 100% 3 nM vasopressin | activation, % at 3 µM | hit rate 0.25% among 320,000 | AID 2797;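 active means activation above the mean activation of all tested compounds plus 3 SD, per screening run, cut at about 20% in these data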;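 further: signal is peak over basal fluorescence ratio across a 100 second FLIPR read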
CHO-K1 Ca ag: M1 agonist counterscreen hit in parental CHO-K1 cells | Fluo-8 calcium fluorescence; scaled to maximal ATP response, vehicle zero | activation, % at 3 µM | hit rate 0.48% among 360,000; in the data active means activation above about 15%;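 further: untransfected CHO-K1 host cells lacking M1 receptor as counterscreen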
TAAR1 agonist: human TAAR1 agonism; AID 624467; hit rate 0.99% among 360,000; Q96RJ0; activation, % at 3 µM; CHO RD-HGA16 TAAR1, Fluo-8 calcium fluorescence; vehicle wells 0%, saturating PEA agonist 100%;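 active means activation above the mean activation of all test compounds in the run plus 3 SD, cut at about 38% in these data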
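test system = CHO RD-HGA16 cells carrying human TAAR1 plus Gα16 | schedule = 17-24 h seeding, 75 min 37 °C dye, 30 min RT | compound dosing = 3 µM single concentration | control set = DMSO and PEA EC100 | replicates = n 1 | signal = Fluo-8 fluorescence, 5 s baseline then 140 s kinetic read | measure = percent activation vs PEA EC100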
TAAR1 antagonist: antagonists of human TAAR1. Q96RJ0. CHO RD-HGA16 TAAR1, Fluo-8 calcium fluorescence, antagonist. inhibition, % at 3 µM. hit rate 1.5% among 360,000;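 active means inhibition above a per-plate cutoff, the mean inhibition of test compounds on that plate plus 3 SD, cut at about 49% in these data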;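 further: 0% = DMSO plus EC80 beta-PEA response and 100% = DMSO alone without agonist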
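Test system: RD-HGA16 CHO cells with stable hTAAR1 and Gα16 / Probe or stimulus: EC80 β-phenethylamine stimulus / Times: seeding 17-24 h prior, 75-min 37 °C, 30-min RT dye loading / Detection: Fluo-8 calcium-sensitive fluorescence / Read-out basis: % inhibition scaled between DMSO and EC80 PEA controls / Repeats: singlicate, one well per test compound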
* hit, by the source's call; . = not tested or not shown. The order is random. Share with any hit: about 3.3%.

SMILES	CHO-K1 Ca PAM	CHO parental Ca	OXTR potentiator	CHRM1 agonist	CHO-K1 Ca antag	V1aR counter	CHO-K1 Ca ag	TAAR1 agonist	TAAR1 antagonist
C=CCSC1=C(C#N)C(c2ccccc2OCC)CC(=O)N1 (stereo unspecified)	10	-13	-4	0	-12	0.4	2.5	5	4
CCOc1ccccc1N1Cc2cc(C)c(C)cc2C1	-2	-24	0	-4	0	-0.3	0.4	0	-15
COc1ccccc1C(=O)NCCC(=O)N1CCN(c2cccc(C(F)(F)F)c2)CC1	-5	-31	-13	-1	-3	3.7	0.9	0	-37
CCN(CC)S(=O)(=O)c1cccc(NC2=NCCCCC2)c1	4	-7	-5	-7	-2	0.0	0.6	-2	13
CCC(=O)Nc1ccc2nc(C3CC3)n(Cc3ccc(C(C)(C)C)cc3)c(=O)c2c1	-2	-40	-4	-1	-8	0.3	0.2	6	1
CC(C)Oc1nc(-c2ccccc2Cl)nc2ccccc12	14	-18	-5	-5	-11	-0.5	0.0	17	-25
CCn1ccnc1CN(C)Cc1nc(-c2ccccc2)no1	5	-16	-4	-4	-10	1.1	5.8	1	-9
CN(C(=O)COc1ccccc1)c1nnc(C23CC4CC(CC(C4)C2)C3)s1	13	-4	-6	-2	-8	0.6	0.5	2	-12
Oc1c(Br)cc(Br)cc1/C=N/NC(=S)N[C@H]1CC2C=CC1C2 (stereo partly specified)	7	5	-15	-1	6	1.7	6.2	0	6
Cc1ccc2cc(C=C(C#N)C#N)c(N3CCCCC3)nc2c1	6	-10	-7	-3	-24	-1.1	0.6	4	-15
Cc1ccc(NC(=O)c2cc(NC(=O)/C=C\C(=O)O)ccc2N2CCCCC2)cc1	7	-22	-13	-1	-11	0.0	0.8	0	-47
CC12CC3CC(C)(C1)CC(Nc1nc(N4CCOCC4)nc4ccccc14)(C3)C2	8	-29	-14	-3	-2	-0.6	0.3	13	-16

Pulled one by one from the entries so far:
SMILES	CHO-K1 Ca PAM	CHO parental Ca	OXTR potentiator	CHRM1 agonist	CHO-K1 Ca antag	V1aR counter	CHO-K1 Ca ag	TAAR1 agonist	TAAR1 antagonist
Cc1ccc(NC(=O)c2cc(NC(=O)/C=C\C(=O)O)ccc2N2CCCCC2)cc1	7	-22	-13	-1	-11	0.0	0.8	0	-47
C=CCSC1=C(C#N)C(c2ccccc2OCC)CC(=O)N1 (stereo unspecified)	10	-13	-4	0	-12	0.4	2.5	5	4
CCC(=O)Nc1ccc2nc(C3CC3)n(Cc3ccc(C(C)(C)C)cc3)c(=O)c2c1	-2	-40	-4	-1	-8	0.3	0.2	6	1

Additional records follow:
SMILES	CHO-K1 Ca PAM	CHO parental Ca	OXTR potentiator	CHRM1 agonist	CHO-K1 Ca antag	V1aR counter	CHO-K1 Ca ag	TAAR1 agonist	TAAR1 antagonist
COC(=O)c1cc(Br)c(=O)n(Cc2cccnc2)c1	35	-9	2	-5	-12	1.0	0.8	3	10
CCCCn1c(N)c(N(CCOC)C(=O)COc2ccc(C(C)=O)cc2)c(=O)[nH]c1=O	-2	-3	-2	-1	-2	0.4	0.0	15	-1
Clc1cc2nc(-c3cccnc3Cl)[nH]c2cc1Cl	7	-10	-18	-2	-18	7.4	4.7	2	-3
COc1ccc(S(=O)(=O)N2CCC(C(=O)Nc3nccs3)CC2)cc1	7	3	-7	-1	-2	2.1	0.7	10	-34
Cc1ccccc1NC(=O)Cn1cnc2c(oc3ccccc32)c1=O	-9	-7	-5	-3	-4	-0.3	0.2	11	-7
COc1ccc(N=C/C=C2\C=C(c3ccccc3)OC(C)(C)O2)cc1	12	-14	-7	-5	-10	-0.2	0.0	2	0
COC(=O)C1CCN(C(=O)c2cc3c(=O)n4cccc(C)c4nc3n2Cc2ccccc2)CC1	8	-31	-10	-5	-2	-0.6	0.2	7	13
Cc1[nH]n2c(=O)c3c(nc2c1-c1ccc(F)cc1)CCCC3	-9	-18	-16	1	15	1.1	-1.2	4	2
CCN(CC)C(=O)Oc1cc(=O)n(C)c2ccccc12	21	-11	0	-2	-12	-0.5	6.6	1	-32
CC(C)OC(=O)CSc1nnnn1-c1ccc2c(c1)OCCO2	15	-4	-4	-6	-4	0.0	0.8	-1	-5
O=C(CCS(=O)(=O)c1cccs1)Nc1ccc(C(=O)NC2CCN(Cc3ccccc3)CC2)cc1	11	5	-4	-7	-6	-0.3	3.9	-1	-9
COc1ccc(C(=O)Nc2ccccc2N2CCN(C(=O)c3ccccc3)CC2)cc1Br	-12	-22	-6	-5	6	2.2	3.6	1	45
CCCNC(=O)c1nnsc1S(=O)c1ccc(Cl)cc1 (stereo unspecified)	23	.	.	-5	-3	.	7.6	30	3
COc1cccc(NC(=S)C(C#N)=C2N(C)c3ccccc3N2C)c1	5	5	-2	-5	-16	0.7	2.1	1	-9
Cc1ccc(-n2nc3c(=O)n(CC(=O)NC(C)CCc4ccccc4)nc(C)c3c2C)cc1 (stereo unspecified)	26	-7	-11	-3	-14	0.5	2.7	.	.
CS(=O)(=O)c1cccc(C(=O)OCC(=O)NC(=O)Nc2ccccc2F)c1	-10	-17	-7	2	5	6.4	6.4	7	-8
COc1cc(/C=N/NC(=S)N/N=C/c2cc(OC)c(OC)c(OC)c2)cc(OC)c1OC	3	-28	-8	-1	-7	5.0	2.9	9	23
CC(C)NC(=O)CS(=O)(=O)c1ccccc1	16	-6	2	-6	-18	0.5	0.5	3	-9
COCCCNC(=S)NCCc1ccc(F)cc1	2	8	-4	-4	6	-0.7	0.5	4	-9
COc1ccc(Br)cc1/C=C1\Oc2ccccc2NC1=O	-6	-2	-5	-1	-12	-0.3	0.2	-1	-5
N#Cc1c(NC(=O)C2CC(Cl)=CCC2C(=O)O)sc2c1CCCC2 (stereo unspecified)	0	-3	-5	-5	-1	-0.6	-0.5	1	-3
Cc1cc(C(=O)CN2C(=O)c3ccccc3C2=O)c(C)n1Cc1cccs1	25	-1	-3	-1	-8	0.3	2.4	4	-2
O=C(CSc1ccc(-c2ccccc2)nn1)c1ccccc1	0	-21	2	-7	-9	0.2	1.7	2	7
Cc1cccc(NC(=O)/C(C#N)=C\c2ccc(C(=O)O)cc2)c1	12	-5	-8	-5	-10	0.5	0.1	4	-9
Cc1ccc(NC(=O)CN2C(=O)S/C(=C\C(=O)Nc3ccc(Cl)cc3)C2=O)cc1	-3	-9	-1	-3	-1	-0.2	-0.3	0	37
COc1ccccc1C(=O)N/C(=C\c1cn(S(=O)(=O)N(C)C)c2ccccc12)C(=O)N1CCN(C)CC1	-3	.	.	-3	3	.	5.1	4	-7
Cc1ccc2c(c1)[C@H]1[C@H](CO2)[C@H](c2ccccc2)[C@]2(C)C(=O)N(CC3CCCO3)CC(=O)N12 (stereo partly specified)	3	-12	1	-2	-12	0.0	0.3	9	-12
CCCC(=O)N1CCC(CCC(=O)NC2CC2)CC1	5	-4	-8	0	-21	-0.6	2.0	1	-18
O=C(C1=C(O)C(=O)N(Cc2ccco2)C1c1cccc(O)c1)c1ccco1 (stereo unspecified)	1	4	-2	-1	-11	0.3	0.4	0	-5
CCOC(=O)C1CCN(C(=O)CCS(=O)(=O)c2ccc3c(c2)CC(C)N3C(=O)CC)CC1 (stereo unspecified)	10	-5	-15	-7	-11	0.7	1.0	8	-9
c1ccc(C2C3=C(Nc4ncnn42)c2ccccc2CCC3)cc1 (stereo unspecified)	-12	-17	-3	-7	18	1.6	-0.6	9	4
CCOC(=O)COc1c(Cl)cc(C2NC(=S)NC(c3ccccc3)=C2C(C)=O)cc1OCC (stereo unspecified)	14	-6	-11	-6	-6	-0.1	0.1	2	-16
CC1(C)c2cc(O)ccc2OC1N1CCOCC1 (stereo unspecified)	-30	2	-6	0	18	0.5	0.3	4	-2
COc1ccc(NC(=O)CSc2nnc(NC(=O)c3ccc(S(=O)(=O)N4CCOCC4)cc3)s2)cc1	-12	8	-4	0	-11	-0.1	0.2	3	-2
CCc1nc2c(OCC(=O)C(C)(C)C)cccn2c1N(C)C(=O)CC(C)C	-7	.	.	-2	3	.	0.4	0	13
CCOC(=O)c1ccc(NC(=O)C2CCCN(c3cnccn3)C2)cc1 (stereo unspecified)	-4	-20	-12	-3	-7	8.3	5.3	5	3
CC1=C(C(=O)OC(C)C)C(c2ccccc2)NC(=S)N1C (stereo unspecified)	-3	-6	0	-9	11	-0.6	7.2	1	-14
CC(C)C(=O)Nc1ccc(S(=O)(=O)N2CCC(c3nc4ccccc4[nH]3)CC2)cc1	-3	-24	-2	-5	-14	0.5	0.1	-1	-6
COc1ccc(/C=C(\NC(=O)c2ccc(Cl)cc2)C(=O)NCCCN2CCOCC2)cc1OC	11	-5	-4	-2	-2	-0.6	0.7	1	-5
CCc1cc(=O)oc2cc(OC(C)C(=O)NCCCn3ccnc3)ccc12 (stereo unspecified)	14	14	8	-2	-8	1.0	5.7	0	-18
NC(=S)NN=C1c2cc(Cl)ccc2-c2c1cc(Cl)cc2[N+](=O)[O-]	-3	.	.	-1	-1	.	0.2	.	.
Cc1cccc(OCc2nc(C#N)c(NCc3ccc4c(c3)OCO4)o2)c1	1	14	-10	-2	6	0.0	0.1	12	37
CC(C)CC(c1nnnn1C(C)C)N1CCN(c2cccc(Cl)c2)CC1 (stereo unspecified)	3	-31	-6	-5	-1	-0.2	-0.1	13	7
CCOc1cc(/C=N/N=C(\N)c2nonc2N)cc(Br)c1OCc1cccc2ccccc12	16	-9	-17	-2	-10	0.5	0.2	12	-14
CC1=C(C(=O)N2CCOCC2)CC(CC(=O)NCc2cccc3ccccc23)C(=O)N1CCCN1CCCC1=O (stereo unspecified)	12	.	.	-3	-8	.	0.4	6	-18
CN(C)S(=O)(=O)c1ccc(Cl)c(NC(=O)COC(=O)CCC(=O)c2cccs2)c1	-2	-13	-2	-2	-6	1.9	1.8	2	7
CC(C)n1cnc2c(Nc3cccc(Cl)c3)nc(N(CCO)CCCO)nc21	6	-21	-6	-10	-11	-0.7	1.2	.	.
Cc1cc(/C=N/NC(=O)c2ccsc2)c(C)n1-c1cnccn1	-10	-3	-3	-2	6	1.0	0.4	-1	4
O=C(COC(=O)CNC(=O)c1ccccc1Cl)NC1CCCC1	8	15	4	-3	-10	1.2	0.1	3	2
COc1ccc(CCCC(=O)N/N=C/c2ccccc2OC)cc1	-11	-26	0	-4	5	-0.3	0.2	1	2
C=CCn1c(C)cc(C(=O)COC(=O)COc2ccccc2C#N)c1C	1	9	-9	-2	-10	2.0	1.9	3	-11
